MITF inh: blocks human microphthalmia-associated transcription factor; O75030; AlphaScreen MITF homodimerization, bead proximity signal; inhibition, % at 2.6 µM; actives 0.91% (n = 650,000); AID 1259374; in the data active means inhibition above about 50%;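 further: 0% = vehicle wells with protein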
GPR151 ag: activates the human receptor GPR151; AID 1508602; Q8TDV0; PathHunter beta-arrestin GPR151 cells, luminescence; actives 1% (n = 650,000); activation, % at 11.2 µM; in the data active means activation above about 4.9%;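 further: 0% = median of compound wells and 100% = cells with positive control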
FBW7 activator: human FBW7 E3 ligase activation, primary screen | AlphaScreen FBW7–phospho-cyclin E peptide binding, activator screen | actives 0.13% (n = 650,000) | normalized activity (activation), % at 26.1 µM | Q969H0; in the data active means normalized activity above about 1.9%;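 further: purified mutant Fbw7 with reduced substrate affinity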
Target sequence (Q969H0 whole entry, looked up): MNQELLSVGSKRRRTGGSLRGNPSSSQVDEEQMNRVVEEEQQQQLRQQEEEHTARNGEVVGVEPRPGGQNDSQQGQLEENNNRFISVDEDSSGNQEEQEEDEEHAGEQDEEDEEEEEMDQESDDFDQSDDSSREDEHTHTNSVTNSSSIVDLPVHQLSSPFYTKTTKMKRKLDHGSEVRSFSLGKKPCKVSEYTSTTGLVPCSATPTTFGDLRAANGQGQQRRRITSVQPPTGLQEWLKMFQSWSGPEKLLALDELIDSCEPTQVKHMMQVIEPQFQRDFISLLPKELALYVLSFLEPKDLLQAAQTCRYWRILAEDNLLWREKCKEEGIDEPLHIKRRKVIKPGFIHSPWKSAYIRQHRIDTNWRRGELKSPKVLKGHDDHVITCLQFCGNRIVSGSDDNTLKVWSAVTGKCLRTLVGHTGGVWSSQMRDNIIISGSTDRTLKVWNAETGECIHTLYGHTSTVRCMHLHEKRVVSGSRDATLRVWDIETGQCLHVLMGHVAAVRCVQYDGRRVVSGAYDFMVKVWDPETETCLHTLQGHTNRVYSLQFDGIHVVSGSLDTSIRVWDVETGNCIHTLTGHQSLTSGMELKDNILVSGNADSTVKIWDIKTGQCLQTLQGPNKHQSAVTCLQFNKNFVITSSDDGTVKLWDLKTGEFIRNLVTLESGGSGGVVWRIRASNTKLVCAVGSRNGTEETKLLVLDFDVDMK
TEAD-YAP block: TEAD-YAP interaction inhibition; HEK-TIYL cells, TEAD-Gal4/YAP UAS-luciferase luminescence; inhibition, % at 9.12 µM; actives 1.4% (n = 640,000); in the data active means inhibition above about 32%;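 further: 0% = median of test compound wells and 100% = reference inhibitor wells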
The depositor's hits bear a star; . = no result given.

SMILES	MITF inh	GPR151 ag	FBW7 activator	TEAD-YAP block
NC1CCN(c2ccnc(Nc3ccc(S(N)(=O)=O)cc3)n2)CC1	-4	0.0	-0.1	-15
Cc1ncc([N+](=O)[O-])n1CC(=O)N(C)c1ccccc1	17	-0.7	0.0	1
O=C(Nc1ccc(F)cc1)c1sc(N2CCOCC2)nc1-c1ccccc1	22	-2.6	0.0	-2
Cc1nc2nc(C(=O)O)[nH]n2c(=O)c1C	-1	0.8	-0.3	7
COc1ccc(CN(C(=O)c2ccc(Cl)c([N+](=O)[O-])c2)C2CCS(=O)(=O)C2)cc1 (stereo not given)	14	-0.9	0.7	4
O=C(CSc1n[nH]c(-c2ccccc2)n1)Nc1cccc(Cl)c1	0	-0.8	0.0	-9
CCCC/C=N/NC(=O)c1ccc2c(c1)NC(=O)C(C)(C)O2	9	1.8	0.0	9
Cc1ccc(-c2nnn(CC(=O)Nc3ccc4c(c3)COC4=O)n2)o1	-7	-0.1	0.0	-1
CCOc1cc(/C=N/NC(=O)c2[nH]nc(-c3ccccc3)c2C)ccc1O	7	-0.4	0.0	-9
C/C=C(\CC(NC1CC1)c1cccs1)C[Si](C)(C)C (stereo not given)	0	-2.0	0.1	-4
COc1cccc(-n2nc(C(=O)Nc3cc(Cl)ccc3OC)c3ccccc3c2=O)c1	13	-0.3	0.4	-9
Fc1ccc2c3c([nH]c2c1)C1(CCN(CCc2ccc4c(c2)OCO4)CC1)NCC3	7	-1.2	-1.1	-9
O=C1CCCC2=C1C(c1ccc([N+](=O)[O-])cc1)C1=C(CCCC1=O)N2	11	-0.5	0.0	17
COc1ccc(CNC(=O)Cn2cc3c(n2)CCCCCC3)cc1	0	2.7	0.0	4
O=C1C(Cc2c[nH]c3ccccc23)N=C2c3ccccc3N=C(SCc3cccc(F)c3)N12 (stereo not given)	16	0.1	0.1	-2
CC(=O)Nc1ccc2nc(NC(=O)C3CCCCC3)sc2c1	13	1.1	0.2	1
c1ccc(-c2cnc3ccc4ccncc4c3c2)cc1	10	0.6	-0.3	-27
O=C(OCC(=O)c1cccs1)c1ccc(NC(=O)c2ccco2)cc1	0	-1.3	-0.1	-3
CC1(C)CC2(C)Nc3ccccc3N2C(=S)N1 (stereo not given)	2	-0.6	0.1	1
O=C(Nc1cc(F)ccc1F)c1ccc(N2CCCCS2(=O)=O)cc1	0	-0.3	-0.2	-44
Cc1c(NC(=O)/C(C#N)=C/c2ccco2)c(=O)n(-c2ccccc2)n1C	-1	1.5	-0.2	2
COc1ccc(NC2=C([N+](=O)[O-])C(=O)c3ccccc32)cc1	16	-2.5	-0.1	3
CC(C)c1cc(=O)[nH]c(-n2nc(-c3cccs3)cc2NC(=O)c2cc(Cl)ccc2Cl)n1	-13	-0.8	0.1	1
O=C(O)CN1S(=O)(=O)c2ccccc2S1(=O)=O	4	-0.4	0.2	-3
Cc1nn(C)c(C)c1-c1nccc(NCCc2ccc(O)cc2)n1	-4	4.0	-0.2	4
O=C(COC(=O)c1ccco1)OCN1C(=O)c2ccccc2C1=O	-1	1.2	0.0	7
COc1ccc2c(c1)C=C([C@@H]1C[C@H]3CN(Cc4ccccc4OC)C(=O)[C@]34CCCN14)CO2	-3	2.0	-0.1	-5
O=C(Nc1ccccc1)c1cccc(S(=O)(=O)N2CCC(=O)C3CCCCC32)c1 (stereo not given)	11	0.1	0.2	10
COc1cc(-c2nc(Nc3ccc(F)cc3)c3ccccc3n2)cc(OC)c1OC	14	0.1	0.1	16
O=C(Cn1c(=O)n(Cc2cccs2)c(=O)c2cccnc21)Nc1ccc(F)cc1	5	5.7*	0.2	-4
CC(C)CNC(=O)CN(c1cc(Cl)ccc1Cl)S(C)(=O)=O	-5	1.6	0.0	1
Nc1cc(N)cc(C(=O)N2CCOCC2)c1	-3	2.1	0.3	6
COc1ccc(C2(CN(C(C)=O)C(=O)c3ccc([N+](=O)[O-])cc3)CCCC2)cc1OC	16	0.0	-0.4	3
CCOC(=O)c1ccc(-c2ccc(/C=C3\C=C(c4ccccc4)N(c4ccc(Br)cc4)C3=O)o2)cc1	-19	-1.1	-0.1	4
Cc1nn(Cc2cccc(C(=O)Nc3ccc(I)cc3)c2)c(C)c1Br	23	-0.8	0.0	-33
O=C(CCN1C(=O)c2ccccc2C1=O)Nc1cccnc1	5	-0.3	0.3	8
CC(C)N(CCNc1cc(NCc2cccnc2)ncn1)C(C)C	-7	-0.2	0.1	-1
CC(C)CCNC(=O)C(=O)NCC1OCCCN1S(=O)(=O)c1ccc(F)cc1 (stereo not given)	67*	0.0	0.1	-2
Fc1ccccc1C1CC(c2ccccc2)=NN1c1ccccc1 (stereo not given)	6	-0.1	3.3*	6
CCOc1ncnc2c1[nH]c1ccc(OC)cc12	-9	-4.5	-0.1	-31
COc1ccc(OC)c(NC(=O)CS(=O)(=O)c2ccccc2)c1	-4	0.6	0.0	6
CC1=CC(=C2C(=O)c3ccccc3C2=O)C=C(C)N1CC(C)C	13	-2.7	0.0	3
COc1cccc(-n2nc(C(=O)Nc3ccccc3OC)c3ccccc3c2=O)c1	7	-0.5	0.1	4
COc1ccccc1C(=O)N1CCC(C(=O)NC(c2ccccn2)c2cccs2)CC1 (stereo not given)	14	1.2	-0.3	5
CCCCc1ncc(CN2CCCC(C(=O)Nc3ccccc3Oc3cccnc3)C2)[nH]1 (stereo not given)	9	-0.1	-0.1	1
COC(=O)c1ccc(NC(=O)/C(=C/c2cccc([N+](=O)[O-])c2)NC(=O)c2cc(Br)ccc2OC)cc1	6	-0.4	0.0	6
OC1CCN(Cc2nnnn2C2CCCCC2)CC1	-1	0.0	-0.1	12
O=C(Nc1ccc(S(=O)(=O)N2CCOCC2)cc1)c1sc2ccccc2c1Cl	15	1.0	0.1	10
COC(=O)c1ccc(OC(=O)CSc2ccc(S(C)(=O)=O)cc2[N+](=O)[O-])cc1	7	-2.7	0.6	-6
CCSc1ncc(Cl)c(C(=O)NCc2ccc(C)cc2)n1	-2	1.4	0.1	-4
COc1ccc(N2C(=O)c3ccc(NC(C)=O)cc3C2=O)cc1	5	1.2	0.1	5
CCC(=O)N1CCN(Cc2nc(-c3ccc(OC)cc3)cs2)CC1	-3	1.3	-0.3	12
COc1cc2c(cc1OC)C(c1c(F)cccc1Cl)NCC2 (stereo not given)	-9	-1.9	0.0	-4
Nc1ccc(Cl)cc1C(O)c1ccccc1 (stereo not given)	1	-0.5	-0.1	-6
Cc1ccc(NC=O)cc1CN1C(=O)c2ccccc2C1=O	15	0.8	0.0	10
COc1ccc(-c2noc(CN3CCN(c4cccc(Cl)c4)CC3)n2)cc1	4	-2.5	0.1	7
COc1cc(OC)c(NC(=O)c2cnc(N3CCN(c4ccccn4)CC3)c3ccccc23)cc1Cl	0	-0.8	-0.1	6
N#Cc1ccc(NC(=O)c2cc3nc(-c4ccc5c(c4)OCO5)cc(C(F)(F)F)n3n2)cc1	20	-1.3	0.5	1
Cc1ccc(S(=O)(=O)NCC2(O)CCCC2)s1	-2	-0.3	0.0	-1
Cc1ccc2oc(-c3ccc(NC(=S)NC(=O)c4cc5ccccc5o4)cc3)nc2c1	2	-0.5	0.4	-32

15 entries out of the list, ordered by formula weight, highest first.
SMILES	MITF inh	GPR151 ag	FBW7 activator	TEAD-YAP block
COC(=O)c1ccc(NC(=O)/C(=C/c2cccc([N+](=O)[O-])c2)NC(=O)c2cc(Br)ccc2OC)cc1	6	-0.4	0.0	6
N#Cc1ccc(NC(=O)c2cc3nc(-c4ccc5c(c4)OCO5)cc(C(F)(F)F)n3n2)cc1	20	-1.3	0.5	1
O=C(Nc1ccc(S(=O)(=O)N2CCOCC2)cc1)c1sc2ccccc2c1Cl	15	1.0	0.1	10
COc1ccccc1C(=O)N1CCC(C(=O)NC(c2ccccn2)c2cccs2)CC1 (stereo not given)	14	1.2	-0.3	5
CCCCc1ncc(CN2CCCC(C(=O)Nc3ccccc3Oc3cccnc3)C2)[nH]1 (stereo not given)	9	-0.1	-0.1	1
Cc1ccc2oc(-c3ccc(NC(=S)NC(=O)c4cc5ccccc5o4)cc3)nc2c1	2	-0.5	0.4	-32
COC(=O)c1ccc(OC(=O)CSc2ccc(S(C)(=O)=O)cc2[N+](=O)[O-])cc1	7	-2.7	0.6	-6
COc1cccc(-n2nc(C(=O)Nc3ccccc3OC)c3ccccc3c2=O)c1	7	-0.5	0.1	4
CCC(=O)N1CCN(Cc2nc(-c3ccc(OC)cc3)cs2)CC1	-3	1.3	-0.3	12
COc1ccc(OC)c(NC(=O)CS(=O)(=O)c2ccccc2)c1	-4	0.6	0.0	6
COc1cc2c(cc1OC)C(c1c(F)cccc1Cl)NCC2 (stereo not given)	-9	-1.9	0.0	-4
COc1ccc(N2C(=O)c3ccc(NC(C)=O)cc3C2=O)cc1	5	1.2	0.1	5
CC1=CC(=C2C(=O)c3ccccc3C2=O)C=C(C)N1CC(C)C	13	-2.7	0.0	3
Cc1ccc(NC=O)cc1CN1C(=O)c2ccccc2C1=O	15	0.8	0.0	10
Nc1ccc(Cl)cc1C(O)c1ccccc1 (stereo not given)	1	-0.5	-0.1	-6

New compounds follow.
SMILES	MITF inh	GPR151 ag	FBW7 activator	TEAD-YAP block
CCOC(=O)C1=CN(CCc2ccc(F)cc2)C=C(C(=O)OCC)C1c1cccs1	9	1.0	0.3	-3
COc1ccc(S(=O)(=O)NC(CC(=O)N2CCCCC2)C(C)C)cc1 (stereo not given)	9	0.5	0.1	8
O=c1c(CN2CCN(CCO)CC2)cc2ccc(F)cc2n1CCSc1ccccc1	-3	0.0	0.2	0
COc1ccc(-n2nc3cc(C)c(NC(=O)c4cccnc4)cc3n2)cc1	4	1.4	-0.1	1
c1csc(-c2ccnc(Nc3ccc(N4CCOCC4)cc3)n2)c1	19	-1.9	0.5	-10
CCOc1ccc(C2Oc3nc(SC)nnc3-c3ccccc3N2C(=O)CC)cc1C (stereo not given)	17	-0.9	0.1	1
CCn1cc(C(=O)NCCCN2CCC(C)CC2)c(=O)c2ccc(C)nc21	3	0.8	-0.1	4
COc1ccc(/C=C/C(=O)c2cccs2)cc1OC	4	0.1	-0.1	-47
CC12Oc3ccc(Br)cc3C(NC(=S)N1c1cccc(Cl)c1)C2C(=O)Nc1ccc(Cl)cc1 (stereo not given)	22	-0.9	0.1	6
O=C(Nc1ccc(F)c(F)c1)C1CC12CCN(C(=O)c1cccc(C(F)(F)F)c1)CC2 (stereo not given)	3	-1.0	0.1	13
CC1(C)Cc2[nH]c(=O)c(C#N)cc2-c2[nH]c3ccccc3c21	-4	-0.4	0.0	15
Cc1cccc(Nc2ccc(N3CCN(C(=O)CCC4CCCCC4)CC3)nn2)n1	19	1.6	0.6	-4
CCOC(=O)c1c(C)n(C)c2c1cc(OC(=O)c1cccc3ccccc13)c1ccccc12	-8	-2.0	-0.1	-7
Cc1cccc(-c2nc3ccccc3c(=O)n2NC(=O)/C=C/c2ccc([N+](=O)[O-])cc2)c1	27	-0.2	-0.1	0
COCCCN1C(=S)NC2c3ccccc3OC1(C)C2C(=O)N(C)C (stereo not given)	9	-0.7	0.2	-1
COc1ccccc1CNc1ccc(C(=O)Nc2ccc(C)cc2C)cc1[N+](=O)[O-]	7	1.7	0.6	57*
COc1ccc(C(=O)Nc2ccc(Br)cc2C)cc1[N+](=O)[O-]	-15	1.9	-0.2	3
CCS(=O)(=O)c1c(S(=O)(=O)CC)c2ccc(C(N)=O)cn2c1C(N)=O	5	-0.8	-0.1	11
CCCCN1C(=O)C2C(C(=O)Nc3ccc(C)c(Cl)c3)C3C=CC2(O3)C1C(=O)NC1CCCC(C)C1C (stereo not given)	-7	1.0	0.2	7
O=C(CSCCc1ccccn1)Nc1ccccc1Cl	2	8.0*	-0.3	-13
COc1ccc(C(=O)Nc2c3c(nn2-c2ccc(C)cc2)CSC3)cc1	-1	1.0	0.1	13
COc1ccc(CNc2nc(-c3cccnc3)nn2C(=O)c2ccccc2OC)cc1	-5	3.9	0.0	-2
O=C(N/N=C/c1ccccc1)c1cnccn1	9	-1.2	0.6	-40
CCOC(=O)C1CCN(C2=NC(=O)/C(=C/c3cccc(Br)c3)S2)CC1	1	0.8	-0.1	0
COc1ccc(-c2cnnn2-c2ccc(C(C)=O)cc2)cc1	20	0.3	0.5	-25
CN1C(=O)C2(NC(=O)c3ccccc3N2C)c2ccccc21 (stereo not given)	14	0.0	0.2	5
COc1ccc(-c2nnc3ccc(SCC(=O)N4CCCC4)nn23)cc1OC	-4	-0.7	0.4	0
O=C1NC(=O)C2(CCOc3ccccc32)N1 (stereo not given)	1	-0.3	-0.1	-2
CCOC(=O)c1c(NC(=O)c2ccc(Br)cc2)sc(C(=O)N2CCOCC2)c1C	-7	-0.8	0.0	5
CCOC(=O)N/N=C1\C[C@@H](O)[C@@H](O)[C@@H]2[C@@H]3C(=O)N(C[C@@H]4CCCO4)C(=O)[C@@H]3CC[C@@H]12	-1	0.8	-0.1	.
CCn1c(=O)c2c(nc(-n3nc(C)cc3C)n2Cc2ccc(OC)cc2)n(C)c1=O	7	0.5	0.0	5
O=C(N/N=C/c1cc([N+](=O)[O-])ccc1O)c1c[nH]c2ccccc12	7	-0.8	0.0	-4
Cc1cc(SCC(=O)N/N=C/c2ccccc2O)c2ccccc2n1	-3	0.0	-0.8	9
